High-throughput results deposited in PubChem BioAssay by several laboratories.
NR5A2 inv ag – inverse agonists of human LRH-1 (NR5A2). HEK293T StAR-luciferase reporter, LRH-1 transfected, 24 h. hit rate 0.13% among 360,000. O00482. inhibition, % at 3.6 µM;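 active means inhibition above the mean inhibition of all tested compounds plus 3 SD, cut at about 73% in these data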;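 further: 0% = DMSO wells and 100% = reporter-only cells lacking LRH-1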
Target sequence (O00482 whole entry, looked up): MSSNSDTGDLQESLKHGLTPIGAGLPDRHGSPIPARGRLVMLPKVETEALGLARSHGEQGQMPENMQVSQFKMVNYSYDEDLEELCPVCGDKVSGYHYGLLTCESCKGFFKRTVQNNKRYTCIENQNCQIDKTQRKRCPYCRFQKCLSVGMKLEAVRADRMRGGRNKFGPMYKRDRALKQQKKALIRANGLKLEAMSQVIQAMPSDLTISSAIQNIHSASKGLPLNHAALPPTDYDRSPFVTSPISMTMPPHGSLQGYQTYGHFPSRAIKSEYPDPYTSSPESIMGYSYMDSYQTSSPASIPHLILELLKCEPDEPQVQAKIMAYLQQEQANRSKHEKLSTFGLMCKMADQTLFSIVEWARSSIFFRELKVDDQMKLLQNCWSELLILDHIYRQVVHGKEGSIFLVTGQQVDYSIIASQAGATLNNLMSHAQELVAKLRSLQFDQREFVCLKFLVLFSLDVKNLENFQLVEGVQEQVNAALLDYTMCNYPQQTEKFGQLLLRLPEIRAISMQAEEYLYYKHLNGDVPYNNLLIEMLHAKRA
CF NFkB block – blocks PAF-induced NF-kB reporter in cystic fibrosis cells | KKLEB NF-kB-GFP reporter, GFP fluorescence overnight | inhibition, % at 5 µM | hit rate 0.86% among 360,000;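 active means at least 50% inhibition at 5 µM, scaled per plate between neutral and stimulator controls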;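 further: PAF is a Pseudomonas aeruginosa culture filtrate used as stimulus; plate controls were PAF-stimulated DMSO wells for no effect and unstimulated DMSO wells for full effect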
TWEAK Fn14 block – inhibitors of TWEAK-Fn14 interaction signaling; TWEAK-stimulated Fn14 reporter cells, luciferase luminescence, 8 h; inhibition, % at 10 µM; hit rate 2% among 360,000; AID 1159606; in the data active means inhibition above about 50%
TROY signal inh – inhibitors of TROY-dependent NF-kB signaling; Q293 LMP1-TROYcd NF-kB luciferase reporter, 4 h; inhibition, % at 10 µM; hit rate 0.98% among 360,000;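 active means compounds whose plate-normalised and pattern-corrected inhibition of the luciferase reporter signal at the single screening dose is 50% or more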
KKLEB tox – CF airway cell cytotoxicity counter-screen. activity change (cytotoxicity), % at 5 µM. KKLEB CF airway cells viability, ATPlite luminescence, overnight; active compounds read low; cells stimulated with P. aeruginosa culture filtrate. hit rate 0.36% among 360,000;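 active means corrected activity change at or below -50% at 5 µM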
SRC3 inh – inhibitors of human steroid receptor coactivator 3 (SRC3). Q9Y6Q9. HEK293 GAL4-SRC3 luciferase reporter, luminescence. inhibition, % at 3.6 µM. hit rate 0.17% among 360,000. AID 588352;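 active means inhibition above a per-campaign cutoff, the mean of all compounds plus 3 SD, cut at about 60% in these data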;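 further: 0% = DMSO-treated cells and 100% = gossypol-treated cells at 36 µM; higher means less SRC3-driven luciferase light from the GAL4 reporter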
Shn3 inh set2 – inhibitors of Schnurri-3 3'UTR reporter in osteoblasts; Clone20 osteoblast Shn3 3'UTR firefly luciferase, 24 h; inhibition, % at 12.5 µM; hit rate 0.52% among 360,000;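 active means mean inhibition of at least 75% with every replicate also reaching 75%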;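 further: 0% = median of neutral control wells and 100% = pilot-screen positive control compound; some compounds past the cut are filed as inactive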
EBV LMP1 NFkB – inhibitors of Epstein-Barr LMP1-induced NF-kappaB reporter | inhibition, % at 12.5 µM | hit rate 0.69% among 350,000 | LMP1-induced NF-kappaB luciferase reporter cells, luminescence; in the data active means inhibition above about 41%;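 further: 0% = neutral control wells and 100% = reference inhibitor control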
SRC1 inh – human NCOA1 inhibition. Q15788. HEK293 GAL4-SRC1 luciferase reporter, luminescence. hit rate 0.12% among 360,000. inhibition, % at 3.6 µM. AID 588354;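 active means inhibition above the campaign mean plus 3 SD, with each screening campaign given its own cutoff, cut at about 60% in these data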;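 further: 0% = DMSO treated cells and 100% = gossypol at 36 µM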
NR2F2 inh – inhibitors of human COUP-TFII (NR2F2) | inhibition, % at 8.6 µM | HEK293T NGFI-A luciferase reporter, luminescence | hit rate 0.7% among 370,000 | P24468;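 active means inhibition above a per-plate cutoff, mean inhibition of test wells between control levels plus 3 SD, cut at about 38% in these data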;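 further: cells cotransfected with COUP-TFII expression vector driving the NGFI-A reporter; 0% = median of COUP-TF2 test wells and 100% = reporter-only cells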
Target sequence (P24468 whole entry, looked up): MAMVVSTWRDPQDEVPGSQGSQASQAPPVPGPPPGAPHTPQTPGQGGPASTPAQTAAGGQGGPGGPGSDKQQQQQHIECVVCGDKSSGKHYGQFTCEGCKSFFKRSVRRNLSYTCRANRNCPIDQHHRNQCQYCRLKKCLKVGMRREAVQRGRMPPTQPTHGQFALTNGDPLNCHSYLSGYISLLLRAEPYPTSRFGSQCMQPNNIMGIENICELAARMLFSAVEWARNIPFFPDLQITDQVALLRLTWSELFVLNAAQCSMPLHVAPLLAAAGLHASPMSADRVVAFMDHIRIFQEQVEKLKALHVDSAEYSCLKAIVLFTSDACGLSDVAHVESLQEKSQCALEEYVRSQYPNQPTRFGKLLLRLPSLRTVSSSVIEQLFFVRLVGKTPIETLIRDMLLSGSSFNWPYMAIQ
C8 TRAIL sens – caspase-8 TRAIL sensitization. AID 624354. hit rate 1% among 360,000. NB7+C8 cells + TRAIL, ATPlite viability luminescence. inhibition (viability loss, TRAIL sensitization), % at 10 µM;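 active means compounds causing at least 50% loss of cell viability in the single-dose screen, relative to plate controls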
* hit, by the source's call; nt = no result given. These rows are one share of the data; count on the stated rates, not on these rows.

A first look:
molecule	TROY signal inh	SRC3 inh	CF NFkB block	NR2F2 inh	KKLEB tox	EBV LMP1 NFkB	NR5A2 inv ag	Shn3 inh set2	C8 TRAIL sens	TWEAK Fn14 block	SRC1 inh
Cc1c(C(=O)N2CCC[C@H]2C(N)=O)oc2c(F)cccc12	-43	-19	3	-4	0	-19	-20	-14	-12	-16	-13
Cc1ccc(S(=O)(=O)N2CCC[C@H]2C(=O)NC2=NCCS2)cc1	6	-2	24	13	0	-4	-5	16	4	11	-2

This part in full, from the first entry:
molecule	TROY signal inh	SRC3 inh	CF NFkB block	NR2F2 inh	KKLEB tox	EBV LMP1 NFkB	NR5A2 inv ag	Shn3 inh set2	C8 TRAIL sens	TWEAK Fn14 block	SRC1 inh
Cc1c(C(=O)N2CCC[C@H]2C(N)=O)oc2c(F)cccc12	-43	-19	3	-4	0	-19	-20	-14	-12	-16	-13
Cc1ccc(S(=O)(=O)N2CCC[C@H]2C(=O)NC2=NCCS2)cc1	6	-2	24	13	0	-4	-5	16	4	11	-2
Cc1ccccc1NC(=O)c1ccc(COc2ccc3c(C)cc(=O)oc3c2)cc1	-29	4	25	14	-9	-4	-15	0	-1	-60	-5
Cn1ncc2c(NCc3ccccc3)nc(NCCCO)nc21	-6	20	15	0	-7	11	15	4	4	-6	4
O=C(CN1CCN(S(=O)(=O)c2ccc(Br)cc2)CC1)Nc1ccc2c(c1)OCO2	-3	7	-6	-3	2	-4	39	14	19	2	-6
COC(=O)CCSCC(=O)N1N=C(c2ccc(OC)cc2)CC1c1cccc(OC)c1OC (stereo not drawn)	-17	9	-18	-4	2	0	27	11	0	-10	11
CCc1ccccc1NC(=O)CC1SCCNC1=O (stereo not drawn)	-6	14	6	-20	11	0	15	0	14	5	2
Cc1ccc(-c2nc3nc4ccccc4nc3n2Cc2ccco2)cc1	74*	-57	-3	-32	-1	-9	-110	10	16	90*	-139
CSc1ccccc1NC(=O)C(C)N(C)CC(=O)N1CCN(Cc2ccccc2)CC1 (stereo not drawn)	-3	-7	-10	4	-4	72*	18	4	3	-13	-12
CC(NC(=O)CCC1COc2ccccc2O1)c1ccccc1 (stereo not drawn)	-2	1	-7	3	0	-5	-29	10	-4	-4	4
Cc1ccc(C(=O)/C=C/Nc2ccc(S(=O)(=O)Nc3cc(C)nc(C)n3)cc2)cc1	-28	-9	-9	-8	0	0	-49	-31	8	-15	-20
Cc1nnc(NC(=O)c2ccc3c(c2)C(=O)N(CC2CCCO2)C3=O)s1 (stereo not drawn)	-18	1	4	-12	-4	2	-27	-6	12	-6	-18
Cc1ccc(C(C)CCN2CCC(n3nccc3NC(=O)c3ccccc3)CC2)o1 (stereo not drawn)	-23	-14	17	13	-14	-9	9	2	6	-10	18
C#CCOCCOCCOCCNc1nc(N2CCN(C(=O)[C@H](CCC(=O)O)n3cc(C(N)[C@H](C)CC)nn3)CC2)nc(N2CCN(C(=O)[C@H](CCC(=O)O)n3cc(C(N)[C@H](C)CC)nn3)CC2)n1 (stereo partly drawn)	2	-2	8	-1	8	-13	-15	19	-16	-30	0
CCn1c(C)nc2cc(C(=O)OC(C(F)(F)C(F)F)C(F)(F)C(F)F)ccc21	57*	-42	4	-27	10	-62	12	-14	29	1	-2
CCn1c(=O)c(C(=O)NNC(=O)c2cccc(Cl)c2)c(O)c2ccccc21	13	-6	25	-9	6	1	-19	16	-4	-4	-1
CC(NC(=O)c1cc(COc2ccccc2)on1)c1nccs1 (stereo not drawn)	-20	-123	-22	-61	2	-55	-78	-109	4	6	-138
COC(=O)Nc1sc(C(=O)N(C)C)c(C)c1C(=O)OC	-9	-6	-6	-9	5	-5	3	-8	1	-4	-7
COc1ccc(NC(=O)CN(C)C(=O)CNC(=O)Cc2cccc3ccccc23)cc1	0	11	-15	7	22	-5	0	0	6	-12	-3
Cc1ccc(NC(=O)COC(=O)c2cccnc2)cc1	-33	5	-7	-3	2	-21	15	-45	6	-12	-20
COc1ccc(S(=O)(=O)N2CCc3ccccc32)cc1C(=O)Nc1ccc(NC(C)=O)cc1	5	6	13	19	-34	-13	-17	7	16	1	-1
COc1ccc(-c2cn(-c3ccc(Cl)cc3)c3[n+]2CCCCC3)cc1	12	20	-3	8	1	6	-6	62	25	18	-6
O=C(C1CCC1)N1CCN(c2cccc(C(F)(F)F)c2)CC1	-2	18	-4	7	8	-19	-11	-21	7	-2	-17
CC(C(=O)Nc1ccc(F)c(F)c1F)N(C)CCOc1ccccc1 (stereo not drawn)	-3	25	5	10	-22	-1	-7	9	-2	1	4
O=C(Oc1c(-c2ccccc2)c(=O)n2c3c(cccc13)CC2)c1ccc(F)cc1	35	11	10	-3	2	-3	11	0	6	29	-1
N#C/C(=C\C1=C(N2CCOCC2)C(=C/c2cccc([N+](=O)[O-])c2)/CC1)C(=O)Nc1ccccc1F	-2	11	-20	-1	-15	11	11	24	14	3	-4
COc1ccc(C(CNC(=O)c2ccc(S(=O)(=O)N(C)C)cc2)N(C)C)cc1 (stereo not drawn)	16	16	-1	8	-11	-6	3	-8	2	-23	-13
CCC(C(=O)OCC(=O)Nc1cccc(OC)c1)c1ccccc1 (stereo not drawn)	18	15	6	1	2	-3	6	-11	0	9	-55
Cc1ccc(C(C(=O)NC2CCCC2)N(C(=O)c2csnn2)c2ccccc2)o1 (stereo not drawn)	1	-8	-12	12	8	-4	0	3	-9	12	-3
Cc1c(CCC(=O)O)c(=O)oc2cc(OCc3cccc(Cl)c3)ccc12	-38	-7	9	0	3	-45	8	-4	-8	-2	1
COc1ccc(S(=O)(=O)N(CC(=O)NCc2cccnc2)C2CCCCC2)cc1OC	-4	-19	-7	-9	-4	-2	11	15	2	5	-14
Cc1cccc(-c2ocnc2C(=O)Nc2ccccc2C(=O)N2CCCC2)c1	-11	3	-6	9	-17	-1	18	9	12	12	-17
Cc1cc(C)nc(N(C#N)S(=O)(=O)c2ccccc2Cl)n1	-22	-20	1	11	-10	-4	6	-1	8	19	-5
Cc1onc(-c2ccccc2)c1C(=O)NNC(=S)NC(=O)/C=C/c1ccccc1	9	-6	-10	-18	2	-2	-27	15	-1	19	-20
CN1CCc2c(sc(/N=C/c3ccco3)c2C(N)=O)C1	-2	-24	4	4	6	-7	2	-6	15	-1	4
COc1ccc(OC)c(NC(=O)CSc2nnc(C3CCCCC3)n2-c2ccccc2)c1	7	15	-5	6	5	-9	7	10	16	-1	5
O=c1cc(CSc2ccc(Cl)cc2)nc(N2CCCCC2)[nH]1	-16	-3	-21	11	6	2	10	10	-3	-17	-13
Cc1c(-c2ccccc2)nc2ccccc2c1C(=O)Nc1ccncc1	-12	15	10	5	-13	-11	12	19	-5	5	3
CC1CCCCN1C(=O)Cc1ccc(F)cc1 (stereo not drawn)	-13	7	1	0	0	2	-5	-11	2	-3	1
O=C(CSc1ccc(-c2cccs2)nn1)Nc1ccccc1F	-13	-10	3	-9	-5	-10	-8	12	-4	-2	8
COc1ccccc1CN(C)C(=O)c1cccc(S(=O)(=O)N2CCCc3ccccc32)c1	4	0	2	16	14	-6	-5	14	-6	4	-18
CC(=O)c1c(N)c(C#N)c(C)n1-c1ccc(Br)cc1	-6	-1	15	0	-8	3	-9	0	-6	29	9
O=C(O)/C=C\C(=O)Nc1ccc(N2CCN(c3ccc(F)cc3)CC2)cc1	-2	10	-3	1	9	-4	-14	-9	3	-6	-7
CCN1CCN(c2ncc(C(=O)Nc3ccccc3C(=O)OC)c3ccccc23)CC1	-13	24	4	13	-1	-4	-1	-16	7	8	1
Cn1c(SCC(=O)C(C)(C)C)nnc1-c1cccnc1	-13	9	-9	-5	-7	-1	-14	-18	13	-15	10
COc1ccc(S(=O)(=O)N2CCCCCC2)cc1C(=O)NCc1ccccc1Cl	-5	-18	-10	0	8	-7	16	6	27	1	0
Oc1ccc(C=NC2CCCCC2)cc1	-5	11	-14	-16	5	-25	-12	-6	2	-15	11
O=C(NCC1CCCO1)c1cc(-c2ccccc2)nc2ccccc12 (stereo not drawn)	15	16	-18	4	11	3	29	5	18	-2	-6
CC(=O)N1[C@H](C)C=C[C@]1(Cc1ccccc1)C(=O)NCCN1CCOCC1	-19	2	1	0	11	-6	4	1	5	7	-8
O=C(Nc1cc([N+](=O)[O-])ccc1F)C1CCN(S(=O)(=O)c2cccs2)CC1	-15	9	-2	14	-4	1	3	18	7	-11	6
CC(Sc1nnc(N)s1)C(=O)c1c(N)n(C)c(=O)n(C)c1=O (stereo not drawn)	0	-3	12	-4	0	1	8	0	3	7	2
CCOC(=O)N1CCN(C(=O)c2cccn3c(=O)c4sccc4nc23)CC1	19	2	7	12	4	-1	-6	-11	-9	27	3
COC(=O)[C@@]12CCCN1[C@H](c1ccc(-c3ccc4c(c3)OCO4)cc1)[C@H]1C(=O)N(C)C(=O)[C@H]12	-1	8	17	-2	10	1	-9	5	2	-1	-7
COC(=O)c1ccc(NC(=O)CSCC(=O)OCC(=O)c2ccc(Br)cc2)cc1	6	0	16	-8	-5	9	1	21	-12	2	12
Cc1ccc2cc3cc(C(=O)N4CCN(Cc5ccccc5)CC4)sc3nc2c1	12	-9	12	-12	2	5	-5	4	17	5	-13
COc1ccc(OC(C)C(=O)N(C)Cc2nc(-c3ccccc3)no2)cc1 (stereo not drawn)	-19	1	-2	13	-3	1	-6	5	-2	19	8

Additional compounds follow:
molecule	TROY signal inh	SRC3 inh	CF NFkB block	NR2F2 inh	KKLEB tox	EBV LMP1 NFkB	NR5A2 inv ag	Shn3 inh set2	C8 TRAIL sens	TWEAK Fn14 block	SRC1 inh
CN(C)C(=S)Nc1ccc([N+](=O)[O-])cc1	8	2	-4	-9	-1	0	-4	12	-1	-4	-27
CCOC(=O)c1cc(C)[nH]c1C	-12	0	3	-2	6	3	-8	8	-3	10	-4
N#CCc1ccc(OC(=O)c2cccnc2)cc1	-40	3	3	3	0	-2	-10	3	-5	-8	-9
O=C(NCc1ccccc1)C1c2ccccc2OCC(=O)N1Cc1cccnc1 (stereo not drawn)	2	nt	nt	-2	nt	nt	6	nt	-18	13	nt
O=C(COC(=O)/C=C/c1ccc(F)cc1)NCc1ccc2c(c1)OCO2	-9	-4	6	-1	0	-9	7	-10	-21	-7	-9
O=C1c2ccccc2C(=O)N1Cc1ccccn1	4	-1	18	2	1	-4	10	-4	-9	-6	-8
Cc1cnc(C(=O)Nc2cccc(S(=O)(=O)N(C)C)c2)cn1	13	6	-2	9	3	11	6	-21	0	-15	-1
CCCCNC(=O)[C@H]1C[C@H]1[C@@H](O)[C@H](CO)NC(=O)[C@H](Cc1ccccc1)NC(=O)OC(C)(C)C	-1	7	-24	5	11	-4	-11	-8	-16	19	-2
O=C(OCC(=O)N1CCCCC1)c1ccc(OC(F)(F)F)cc1	-29	16	19	5	11	4	6	-7	-5	-8	-28
CCCc1nc(SCC(=O)c2ccc(OC)cc2)c2ccccc2n1	28	13	11	16	-9	7	29	-6	4	-63	-16
O=C(O)c1c(-c2ccccc2)c(-c2ccccc2)nc2ccccc12	-16	12	1	3	-10	-7	17	-10	-4	-17	-29
